PfHsp40 yeast = compounds rescuing yeast from Plasmodium falciparum HSP40 toxicity. S. cerevisiae expressing PfHsp40, growth rescue, ATP luminescence. growth rescue, % at 12.5 µM. 340,000 tested, 0.68% active. AID 504582; in the data active = growth rescue above about 28%, passing the limit was not always enough; inconclusive = no clear call, values can overlap the other calls;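 note: yeast W303a lacking pdr1 and pdr3 grown in galactose medium; growth measured after three days at 30 °C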
CCHFV vOTU inh = blocks the CCHF virus ovarian tumor domain protease; CCHFV vOTU protease, Pep-AMC fluorescence; inhibition, % at 11.5 µM; 370,000 tested, 0.55% active; AID 651958; in the data active = inhibition above about 30%; note: 0% = vehicle wells with enzyme and 100% = no enzyme wells
3CLpro inhibitor = SARS-CoV 3CLpro protease inhibition; AID 1706; 290,000 tested, 0.14% active; inhibition, % at 6 µM; recombinant SARS-CoV 3CLpro, quenched FRET peptide cleavage; in the data active = inhibition above about 12%
Yp Topo-I inh = Y. pestis Topo-I inhibition via cleavage products; Y. pestis Topo-I cleavage product accumulation, plate reader; activity, % at 10 µM; 360,000 tested, 0.064% active; in the data active = activity above about 50%, passing the limit was not always enough; inconclusive = no clear call, values can overlap the other calls; note: inactives centre near 2
PriA SSB inh = K. pneumoniae PriA-SSBct interaction inhibition | AlphaScreen SSBct-PriA binding, biotinylated peptide | inhibition, % at 33 µM | 430,000 tested, 0.6% active; in the data active = inhibition mostly above about 37%, no sharp cut-off; inactive = mostly below about 20%;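 note: plate controls were negative control peptide for no effect and reference peptide for full effect; strong numbers were not always called active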
Vc quorum ag = quorum light induction in luxS cqsA deficient V. cholerae | V. cholerae BH1578 lux reporter, luminescence, 6 h | activation, % at 18.7 µM | 350,000 tested, 0.16% active; in the data active = activation mostly above about 9.7%, no sharp cut-off; inconclusive = no clear call, values can overlap the other calls; inactive = mostly below about 3.7%; note: not every result past the cut was called active; inactives centre near 0; reference of the scale not given here
BoNT-A LC inh2 = blocks Botulinum neurotoxin A light chain protease | multiplex microsphere protease substrate cleavage, flow cytometry | inhibition, % at 10 µM | 360,000 tested, 0.17% active | AID 588499; note: plate controls were buffer without enzyme for full effect and enzyme alone for no effect
DUSP3 inh = DUSP3 (human) phosphatase inhibition | P51452 | recombinant VHR phosphatase, pNPP absorbance | inhibition, % at 13.3 µM | 290,000 tested, 0.52% active; in the data active = inhibition above about 50%; note: some compounds called inactive have numbers as strong as hits
Target sequence (P51452 whole entry, looked up): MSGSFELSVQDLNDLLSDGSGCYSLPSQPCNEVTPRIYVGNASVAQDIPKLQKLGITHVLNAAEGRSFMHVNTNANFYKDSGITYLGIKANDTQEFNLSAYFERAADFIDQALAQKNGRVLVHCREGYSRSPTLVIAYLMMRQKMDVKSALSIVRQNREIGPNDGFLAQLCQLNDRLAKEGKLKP
Anthrax LF inh2 = blocks Bacillus anthracis lethal factor protease; P15917; multiplex microsphere protease cleavage assay, LF; inhibition, % at 10 µM; 360,000 tested, 0.12% active; note: plate controls were buffer without enzyme for full effect and enzyme alone for no effect
Target sequence (P15917 whole entry, looked up): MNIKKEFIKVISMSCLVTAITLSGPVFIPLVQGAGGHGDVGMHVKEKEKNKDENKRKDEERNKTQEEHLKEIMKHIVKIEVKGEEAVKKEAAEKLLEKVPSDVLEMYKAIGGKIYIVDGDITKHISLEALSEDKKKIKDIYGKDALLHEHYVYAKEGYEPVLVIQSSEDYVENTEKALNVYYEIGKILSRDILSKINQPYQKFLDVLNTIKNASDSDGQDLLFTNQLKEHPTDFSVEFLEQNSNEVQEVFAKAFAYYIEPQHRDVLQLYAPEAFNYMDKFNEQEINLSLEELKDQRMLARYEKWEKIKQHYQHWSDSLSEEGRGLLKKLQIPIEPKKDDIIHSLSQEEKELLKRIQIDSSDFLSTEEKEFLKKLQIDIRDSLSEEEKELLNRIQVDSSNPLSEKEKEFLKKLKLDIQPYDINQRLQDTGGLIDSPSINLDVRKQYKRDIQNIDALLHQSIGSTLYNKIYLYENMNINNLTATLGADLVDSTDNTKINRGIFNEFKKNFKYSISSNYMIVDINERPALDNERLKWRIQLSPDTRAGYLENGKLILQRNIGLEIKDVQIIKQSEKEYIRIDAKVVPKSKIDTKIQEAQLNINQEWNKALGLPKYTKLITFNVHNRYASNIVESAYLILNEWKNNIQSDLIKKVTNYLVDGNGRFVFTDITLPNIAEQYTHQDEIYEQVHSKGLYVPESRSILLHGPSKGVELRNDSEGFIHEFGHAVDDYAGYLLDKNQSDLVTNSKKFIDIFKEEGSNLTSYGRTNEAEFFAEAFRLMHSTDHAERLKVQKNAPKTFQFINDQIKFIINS
TcdB inh = inhibitors of Clostridioides difficile toxin B glycohydrolase; P18177; TcdB glycohydrolase enzymatic assay, plate reader; inhibition, % at 9.99 µM; 350,000 tested, 0.24% active; AID 652162; in the data active = inhibition above about 10%
Numbers without * were called inactive; i = inactive; u = inconclusive; x = not tested or not shown; & = joins results of further samples. Cut-off read from the data, not from the text of the source, unless noted: active = inhibition above about 30%; inconclusive = no clear call, values can overlap the other calls; inactive = below that.

SMILES	PfHsp40 yeast	CCHFV vOTU inh	3CLpro inhibitor	Yp Topo-I inh	PriA SSB inh	Vc quorum ag	BoNT-A LC inh2	DUSP3 inh	Anthrax LF inh2	TcdB inh
Cc1cccc(C(=O)NC(C)C(c2cccs2)N2CCOCC2)c1 (configuration not stated)	-1.6	-5	3	5	-3	-0.5	-0.3	-3	1	0.0
O=C(Nc1nnc(C2=COCCO2)o1)c1ccc(S(=O)(=O)N2CCCCC2)cc1	-1.7	4	4	-8	3	i	0.2	37	-2	0.8
O=[N+]([O-])c1ccc(N2CCCCCC2)c2ncccc12	-0.2	-2	3	9	42*	1.1	3.2	0	2	1.4
O=C(NC1=NCCS1)NC12CC3CC(CC(C3)C1)C2	0.3	-6	6	1	2	-0.5	-0.6	20	-1	0.3
Cc1ccc2c(c1)C1C[N+](C)(CC(=O)Nc3ccccc3Cl)CCC1N2C(=O)c1ccccc1Cl (configuration not stated)	0.3	10	x	-7	-3	-3.8	0.5	x	0	-0.1
O=C(NC(=S)Nc1ccc2ncccc2c1)c1ccccc1	-0.3	-5	4	-8	-1	i	-0.6	9	-2	0.4
Cc1cnc(C(=O)Nc2cccc3cccnc23)cn1	u	-8	-2	6	-8	-0.4	-1.5	26	1	x
CCn1c(C)cc(/C=C2/SC(=S)N(CC(=O)O)C2=O)c1C	0.2	24	4	-7	-10	i	-0.8	20	-6	-3.1
C=CCn1c(COc2ccc(CC)cc2)nnc1SC/C(O)=C(\C#N)c1nc2ccccc2[nH]1	-0.3	12	-1	-9	x	i	-1.3	-10	-6	x
CCc1c(C)nc(SCC(=O)Nc2ccc(Br)cc2)[nH]c1=O	-1.2	6	3	-4	101*	-0.2	-1.4	32	-2	0.8
Cc1nn(-c2ccccc2)c(Cl)c1C(=O)NCC1CCCO1 (configuration not stated)	-1.3	1	x	5	-5	i	-0.5	x	-11	-1.5
O=C(CC1c2ccccc2Oc2ccccc21)Nc1ccccc1C(F)(F)F	-0.6	-2	-5	-5	-12	i	1.5	-4	2	x
NS(=O)(=O)c1ccc(NC(=O)/C(=C/c2ccncc2)NC(=O)c2ccccc2)cc1	0.0	10	1	-8	4	-6.9	2.5	31	-6	-13
Cc1ccc(S(=O)(=O)N2CCN(C(=O)CSc3nc4ccccc4o3)C2)cc1	1.3	5	1	0	-10	i	-0.1	-2	0	x
CCOCCOC(=O)C1=C(C)N(C)C(=O)NC1c1ccccc1F (configuration not stated)	-0.5	-6	5	1	-1	-0.2	0.6	-6	1	x
COC(=O)c1scc(C)c1NC(=O)C1CCCCC1	-1.1	10	-3	0	0	-0.6	0.1	20	-1	x
O=c1c(-c2ccc(F)cc2)[n+]([O-])c2ccccc2n1OCc1ccccn1	-2.0	-9	-4	1	-3	0.1	0.0	22	-6	1.0
COC(=O)C1=C(C)N(Cc2ccccc2)C(=NCc2ccco2)N[C@H]1c1cccc(F)c1	-0.7	0	x	-7	15	i	-0.2	x	-7	-0.3
COC(=O)c1ccccc1CSc1nsc(/C=C/N(C)C)c1C#N	-1.5	x	2	-25	-7	i	-0.7	38	-5	0.0
CCn1ncc([N+](=O)[O-])c1C(=O)N1CCCC1	-1.0	3	0	1	-7	-0.5	-0.2	5	-4	x
COc1ccc(Cl)cc1NC(=S)Nc1cccnc1	0.8	-4	0	-2	-3	i	-1.1	5	-5	1.2
COc1cccc(OC)c1Oc1ccc(C(F)(F)F)cn1	-0.4	5	-1	-11	-15	-0.3	-3.1	-5	-2	0.4
Cc1cc(C(=O)O)ccc1-c1ccc(/C=C2\NC(=O)N(Cc3ccccc3Cl)C2=O)o1	0.4	x	-2	-11	-10	0.1	-0.3	16	4	x
COc1ccc(C(=O)COC(=O)CCN=C2NS(=O)(=O)c3ccccc32)c(OC)c1	0.2	0	x	13	-6	-0.4	x	x	x	1.1
CCOC(=O)Cc1csc(NC(=O)c2cccc(OC)c2)n1	1.4	11	-1	2	-13	i	0.4	22	-4	x
Going on with the list.
SMILES	PfHsp40 yeast	CCHFV vOTU inh	3CLpro inhibitor	Yp Topo-I inh	PriA SSB inh	Vc quorum ag	BoNT-A LC inh2	DUSP3 inh	Anthrax LF inh2	TcdB inh
Cc1cc(SCC(=O)NCC(c2cccs2)N2CCOCC2)c(C)cc1Br (configuration not stated)	7.3	10	x	26	-10	-6.2	0.4	x	-2	-2.9
CCN(C(=O)COC(=O)c1cc(S(=O)(=O)N2CCc3ccccc32)ccc1OC)C1CCS(=O)(=O)C1 (configuration not stated)	0.6	-4	-4	6	-2	i	-0.5	22	5	0.7
CCCC1C(c2ccc(OC)cc2)C(C#N)(C#N)C2(C#N)CC1(N)NC2=O (configuration not stated)	1.2	1	3	9	-12	1.0	1.1	25	-1	x
CC(/C=C/c1ccccc1)=N\NC(=S)NC(C)C	3.0	6	-5	5	x	i	0.0	9	-6	-1.3
Cc1ccc(C(C(=O)NC2CCCC2)N2CCCCC2)cc1 (configuration not stated)	-0.2	-1	4	0	-15	-0.2	-0.6	8	-1	0.2
CC(=O)c1cccc(NS(=O)(=O)c2cc3c(cc2C)N(C(C)=O)CCO3)c1	0.1	3	-4	-1	-4	0.0	0.0	0	-1	1.5
CCOc1ccc(CN2CCN(C(=O)c3ccccc3)CC2)cc1	-1.5	1	-3	-8	-11	i	-2.9	11	6	x
CCn1c(CCC(N)=O)nnc1SCC(=O)c1cc(C)n(C2CC2)c1C	0.3	-7	x	11	-4	i	-1.0	x	1	1.3
COc1ccc(C(=O)Nc2ccc(Cl)c(S(=O)(=O)N3CCOCC3)c2)cc1	6.5	-6	x	10	-1	i	-0.4	x	4	2.6
CCO[C@@H]1OC(C(=O)N2CCCCCCC2)=C[C@H](c2csc3ccccc23)[C@H]1CCCO	0.9	-4	-1	10	5	-0.8	-0.5	21	-17	x
CCS(=O)(=O)N1CCCC(C(=O)NCc2cccnc2)C1 (configuration not stated)	-0.7	-11	-1	3	-1	-0.1	0.1	38	-2	x
CCOc1cc(C(=O)N(C)Cc2cc3cc(OC)ccc3[nH]c2=O)cc(OCC)c1OCC	0.8	6	1	-3	-15	i	-3.1	10	-13	x
COc1ccc(C2=CC3=C(Br)C(=O)C(C)(OC(=O)c4cccs4)C(=O)C3=CO2)cc1 (configuration not stated)	-1.8	7	x	-9	-5	i	0.8	x	-4	-0.8
O=C(/C=C/c1ccc([N+](=O)[O-])cc1)NCCc1ccc(F)cc1	-0.5	0	4	-8	3	-0.2	-0.5	10	-1	1.8
CC(=O)n1cc(/C=N/NC(=O)c2ccccc2O)c2ccccc21	-0.6	-1	-6	0	x	i	-0.8	-1	2	-0.5
O=C(CSc1nnc(CNC(=O)c2ccc(F)cc2)o1)NCCc1ccccc1	-0.2	-5	3	10	-10	i	-0.5	-5	-3	0.8
O=C(NCCc1cccs1)C1CC(c2cccc(F)c2)=NO1 (configuration not stated)	0.4	12	x	8	-9	-1.0	-1.1	-19	-8	0.0
O=C1CC(C(=O)N(c2cccc(F)c2)C(C(=O)NC2CCCC2)c2ccccn2)CS1 (configuration not stated)	0.8	-10	0	0	-12	2.1	0.3	5	-4	x
O=C(O)C1CCN(S(=O)(=O)c2ccc(Oc3ccccc3)cc2)CC1	4.8	-3	-2	-1	-3	-9.1	0.7	-2	-2	x
CCOc1ccc(NS(=O)(=O)c2cc(OCC(N)=O)c(C)cc2Cl)cc1	2.9	-1	7	0	-7	-0.2	-0.8	4	1	x
CCN(CC(=O)Nc1ccc(NC(C)=O)cc1)C(=O)c1oc2ccccc2c1C	-1.7	-6	x	3	-4	-2.3	4.0	x	-3	0.4
CC(C)N(CC(=O)Nc1ccc(Cl)cc1C(F)(F)F)C(=O)CCl	-0.4	-19	1	0	-9	-0.9	-0.6	4	-2	-0.1
CC(C)Nc1ncnc2c1ncn2[C@H]1CN(Cc2cccs2)C[C@@H](CO)O1	x	-10	x	1	x	-1.2	0.5	x	2	0.0
CCc1nnc(NC(=O)c2c(O)c3c([nH]c2=O)CCCC3)s1	6.9	1	4	2	-11	-0.3	-0.1	27	-15	x
CC(=O)Nc1ccc(NC(=O)c2ccccc2-n2cnnn2)cc1	0.2	2	x	1	0	i	0.1	x	0	1.7
Continued:
SMILES	PfHsp40 yeast	CCHFV vOTU inh	3CLpro inhibitor	Yp Topo-I inh	PriA SSB inh	Vc quorum ag	BoNT-A LC inh2	DUSP3 inh	Anthrax LF inh2	TcdB inh
c1ccc2c(c1)COC(CN1CCCCC1)OC2	0.8	1	3	3	-3	-0.6	0.3	25	3	-0.7
Cc1ccc(S(=O)(=O)NCC(=O)N(CC(=O)NCc2ccco2)Cc2ccco2)cc1	-1.5	-16	4	8	-7	-0.4	-0.2	18	-1	0.7
Cc1cc(C)c(NC(=O)c2ccc(CNS(=O)(=O)c3cc(C(F)(F)F)ccc3Cl)cc2)c(C)c1	0.8	25	4	10	-12	-0.2	-1.0	34	-2	-0.8
Cc1cc(=O)oc2cc(O[C@@H]3O[C@H](CO)[C@H](O)[C@H](O)[C@H]3O)ccc12	-2.0	-8	0	-2	-21	i	-0.5	-8	-12	0.2
Cc1cc(NCCN2CCOCC2)n2c(nc3ccccc32)c1C#N	0.9	-45	-1	-4	-4	i	1.5	4	-7	x
CCN(CC)CCn1c2c(c(SCC(=O)NCc3ccccc3)nc1=O)CCC2	-0.9	3	x	-6	-4	i	-2.1	x	3	1.5
Cc1cccc(OCCn2ccnc2)c1C	-0.2	1	0	-3	-10	i	-0.3	19	17	0.8
Cc1ccc(F)cc1NC(=O)N1CCN(c2ccnc3cc(Cl)ccc23)CC1	0.4	1	0	6	-5	1.9	x	-8	x	1.2
CCC1CCc2sc(C(=O)NNC(=S)NCC3CCCO3)cc2C1 (configuration not stated)	11	4	x	21	-3	i	-0.3	x	-2	0.9
C=C(C)[C@@H]1CC[C@]2(C(=O)O)CC[C@]3(C)[C@H](CC[C@@H]4[C@@]5(C)CC[C@H](O)C(C)(C)[C@@H]5CC[C@]43C)[C@@H]12	-1.3	2	x	14	-13	0.8	-1.0	7	-5	1.5
CC1CN(C(=O)c2ccccc2)C(=Nc2cccc(S(=O)(=O)N(C)C)c2)S1 (configuration not stated)	0.2	-4	6	-3	-15	-0.2	-1.0	21	-4	x
CCOC(=O)CNC(=O)CSc1nc(Cc2ccccc2)nc2ccccc12	-0.2	21	3	17	-14	7.7	2.5	18	-9	0.6
CCOc1ccc2nc(N=Nc3c(O)[nH]c(=S)[nH]c3=O)sc2c1	0.7	1	6	-9	-2	1.6	-0.5	8	-6	1.0
CCN(CC)S(=O)(=O)c1ccc(-c2cn3cc(Cl)ccc3n2)cc1	-1.7	-5	1	2	-5	-0.5	0.5	23	-3	0.8
NC(=O)c1nsc(C(=O)N(c2ccc(F)cc2)C(C(=O)NCC2CCCO2)c2ccc3ncccc3c2)c1N (configuration not stated)	-0.6	-32	2	23	1	-0.3	-2.7	20	-3	-1.4
Fc1ccc2[nH]c3c(NCCN4CCOCC4)ncnc3c2c1	-0.2	x	-2	-3	1	-3.1	1.2	34	1	x
COc1ccccc1NC(=O)N(C)C[C@@H]1OCc2ccccc2-c2c(n(C)c3ccccc23)C(=O)N([C@H](C)CO)C[C@@H]1C	x	-3	x	39	x	2.1	0.1	x	-3	1.2
CCc1cc2c(=O)c(-c3nc4ccccc4n3C)coc2c(CN2CCN(C)CC2)c1O	-0.6&1.4	1	-2	6	-6	10	-0.2	2	-3	x

Only part of the results is shown. The share of hits here may be higher or lower than overall.
